SNCA expr inh: inhibitors of alpha-synuclein (SNCA) gene expression. HEK-293 SNCA-luciferase knock-in, luminescence, 24 h. Potency, µM (top dose mostly 57.2 µM), inactives show top-dose activity change, negative = inhibition, hits mostly inhibitors. 140,000 compounds, 0.17% hits. AID 1671194;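 further: potency means the concentration at half of the fitted maximal effect; plate controls were DMSO cells for no effect and cell-free wells for full effect; nearly all actives have a fitted effect of over 45% in size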
HEK cytotox: kills HEK 293 cells | AID 1345083 | 94,000 compounds, 6.6% hits | HEK 293 viability, ATP luminescence (CellTiter-Glo), 48-72 h | Potency, µM (series often up to 115 µM), for inactives: at the highest dose activity change, negative = cytotoxicity, usual class: inhibitors; further: potency means the concentration at half of the fitted maximal effect; nearly all actives have a fitted effect of over 60% in size
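Pintool-delivered compounds were incubated with HEK 293 cells (250 cells/well) at 37 degree Celsius for 48 or 72 hr. ATP-dependent luminescence (CellTiter-Glo) then reported remaining viable cells.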
SNCA viab count: counter-screen for SNCA expression inhibitors: cell viability. HEK-293-SNCA-luc viability, GF-AFC fluorescence, 24 h. Potency, µM (titrated, usually from 57.1 µM), for inactives: at the top dose activity change, negative = cytotoxicity, actives largely listed as cytotoxic. 150,000 compounds, 0.12% hits. AID 1671193;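 further: potency means the concentration at half of the fitted maximal effect; 0% = DMSO-treated cells and -100% = medium-only wells without cells; nearly all actives have a fitted effect of over 30% in size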
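Cytotoxicity counterscreen: after 24 h compound treatment of genome-edited SNCA-luciferase HEK-293 cells, live-cell protease substrate GF-AFC read by fluorescence after 30 min; activity scaled between DMSO (0%) and medium-only (-100%), curves Hill-fitted.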
IP6K1 inhibitor: IP6K1 kinase inhibition; Q92551; IP6K1 kinase, ADP-Glo luminescence, 2 h; stronger effect = lower value; activity change, % (series mostly up to about 58 µM); 140,000 compounds, 0.81% hits; AID 1645851; in the data active means activity change below about -25%
Target sequence (Q92551 whole entry, looked up): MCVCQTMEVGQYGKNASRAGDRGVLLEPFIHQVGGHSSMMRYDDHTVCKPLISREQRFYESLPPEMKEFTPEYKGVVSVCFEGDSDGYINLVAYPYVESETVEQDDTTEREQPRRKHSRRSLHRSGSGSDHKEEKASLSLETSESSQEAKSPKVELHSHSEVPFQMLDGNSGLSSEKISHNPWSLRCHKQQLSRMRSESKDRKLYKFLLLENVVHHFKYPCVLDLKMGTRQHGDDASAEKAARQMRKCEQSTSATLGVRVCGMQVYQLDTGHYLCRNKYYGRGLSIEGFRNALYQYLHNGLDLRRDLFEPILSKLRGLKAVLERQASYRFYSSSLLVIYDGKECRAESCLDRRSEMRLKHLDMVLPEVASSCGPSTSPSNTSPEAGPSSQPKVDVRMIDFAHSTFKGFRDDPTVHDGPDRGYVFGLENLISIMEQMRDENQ
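ADP-Glo luminescence measures ADP made by human IP6K1 during a 2 h RT reaction with ATP/IP6 (mix at 1.3 mM/130 uM); top library doses 57.5 and 19.1 uM final.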
GPT2 inh: GPT2 alanine aminotransferase inhibition | Potency, µM (doses to about 57.7 µM), for inactives: at the top dose activity change, negative = inhibition, most hits filed as inhibitors | 100,000 compounds, 0.25% hits | Recombinant GPT2, coupled pyruvate oxidase/HRP Amplex Red fluorescence; further: potency means the concentration at half of the fitted maximal effect; nearly all actives have a fitted effect of over 60% in size; many of its hits are not listed in these tables
Target sequence (Q8TD30 whole entry, looked up): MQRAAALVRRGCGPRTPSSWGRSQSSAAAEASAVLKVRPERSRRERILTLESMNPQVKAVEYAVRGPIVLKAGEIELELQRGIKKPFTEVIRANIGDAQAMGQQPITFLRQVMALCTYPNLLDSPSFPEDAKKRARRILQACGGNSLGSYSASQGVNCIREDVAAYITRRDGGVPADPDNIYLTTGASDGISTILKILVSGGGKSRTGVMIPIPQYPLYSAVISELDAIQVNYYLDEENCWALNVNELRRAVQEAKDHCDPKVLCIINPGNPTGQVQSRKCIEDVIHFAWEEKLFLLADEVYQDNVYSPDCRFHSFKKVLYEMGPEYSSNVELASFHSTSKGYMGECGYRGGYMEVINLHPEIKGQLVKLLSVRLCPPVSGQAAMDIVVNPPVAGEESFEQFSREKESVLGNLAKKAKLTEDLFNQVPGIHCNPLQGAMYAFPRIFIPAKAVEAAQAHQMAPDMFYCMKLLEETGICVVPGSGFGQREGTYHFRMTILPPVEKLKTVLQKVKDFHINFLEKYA
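Fluorescence read-out: pyruvate from GPT2 turnover coupled to pyruvate oxidase, HRP and Amplex Red (0.2mM ThPP, 0.2U/mL PO and HRP, 50uM Amplex final). Substrates 250uM a-KG, 2mM L-alanine; enzyme 10ng/uL; 30 min RT.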
3T3 cytotox: NIH 3T3 cell cytotoxicity; NIH 3T3 viability, CellTiter-Glo ATP luminescence, 48-72 h; AID 1345082; 94,000 compounds, 4.3% hits; Potency, µM (titrated, usually from 96.7 µM), for inactives: at the highest dose activity change, negative = cytotoxicity, most hits filed as inhibitors; further: potency means the concentration at half of the fitted maximal effect; nearly all actives have a fitted effect of over 55% in size
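First NIH 3T3 cells are plated at 400 cells/well; next compound is pinned in; then plates incubate 48 or 72 hr at 37 °C; finally CellTiter-Glo is added and luminescence read after 10 min.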
Luciferase inh: Photinus pyralis luciferase inhibition; AID 1347043; 76,000 compounds, 2.5% hits; purified P. pyralis luciferase, luminescence, biochemical; Potency, µM (top dose mostly 115 µM), inactives show at the highest dose activity change, negative = inhibition, usual class: inhibitors; further: potency means the concentration at half of the fitted maximal effect; nearly all actives have a fitted effect of over 65% in size
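Luminescence read by CCD imager after adding enzyme (10nM final) to wells holding compound, titrated in qHTS. Substrates 10uM each D-luciferin and ATP; buffer 50mM Tris acetate pH 7.5, 10mM Mg acetate, Tween-20, BSA.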
Numbers without * were called inactive; i = inactive; ? = inconclusive; / = no result given; [ ] = another dose, or the depositor's remark. Unless noted, the call rests on the fitted dose curve; in most records, active means well fitted curve in the direction sought with a large enough effect; inconclusive means small, poorly fitted or top-dose-only effect, or another doubt; inactive means no such curve, though single readings can be large; an effect the other way counts as inactive or inconclusive. Unless noted, on the % scale 0 is the no-effect control and ±100 the full control effect. A portion of the library. The share of hits here may be higher or lower than overall.

SMILES	SNCA expr inh	HEK cytotox	SNCA viab count	IP6K1 inhibitor	GPT2 inh	3T3 cytotox	Luciferase inh
COCc1ncc(C)n1CC1CCN(C(=O)CCc2ccc(OC)cc2)CC1	?	-28.2%	-3.3%	19.8	-5.8%	-7.5%	2.6%
CCOc1ccc(-c2cc3c(=O)n(CCNC(=O)c4ccc(OC)cc4C)ccn3n2)cc1	48.2%[activator]	-42.3%	-2.2%	-9.8	i	-16.6%	?
COCCNc1cc(-c2ccc(Cl)cc2)nc2c(C)noc12	9.7%[87.6 µM]	?	-3.7%[87.6 µM]	12.3	-14.2%[88.5 µM]	?	1.7%[172 µM]
Cc1noc(C)c1[S+](=O)([O-])N1CCC(N2CCOCC2=O)CC1	30.3%[activator]	-2.5%	0.8%	1.0	-12.3%	-5.8%	/
O=C(O)c1ccnc(-c2ccnc(N3CCCOC(CN4CCCC4)C3)n2)c1 (stereo not given)	4.9%	2.1%	-4.5%	-5.3	-4.2%	1.9%	0.4%
Cc1cc(S(=O)(=O)N(C)CC2CCOCC2)ccc1Cl	14.1%	-3.9%	9.5%	19.9	i	-11.4%	0.4%
Cc1ccc2cc3cc(C(=O)N4CCN(c5cccc(C(F)(F)F)c5)CC4)sc3nc2c1	38.9%[activator]	/	-6.3%	23.8	/	/	/
CN1C[C@@H](NC(=O)Nc2cccc(C#N)c2)C[C@H]1c1nc(-c2ccccn2)no1	73.2%[activator][87.6 µM]	?	-7.4%[87.6 µM]	-1.1	-4.4%[88.5 µM]	-9.0%[174 µM]	-1.1%[172 µM]
COCCNC(=O)CCCn1c(SCC(=O)c2ccc(Br)cc2)nc2c(sc3ccccc32)c1=O	2.9%	/	-3.6%	9.7	/	/	/
Cc1ccc2[nH]c(CSc3nnc(NC(=O)COc4ccccc4C)s3)cc(=O)c2c1	-6.5%	/	6.3%	11.5	/	/	/
CCOC(=O)N1CCN(C(=O)c2sc(C(C)C)nc2C)CC1	-16.9%	1.0%	5.8%	-2.6	4.8%	-6.2%	-2.6%
COCCN1Cc2cccc(C(=O)Nc3ccc(C)c(F)c3)c2C1=O	1.0%	/	1.6%	-3.5	/	/	/
CCCCc1nn2c(=O)cc(CN(CC)c3ccccc3)nc2s1	-7.2%	/	2.8%	-11.8	/	/	/
Cc1ccc(NC(=O)NCC2CCN(Cc3cccc(Cl)c3)CC2)cc1Cl	?	/	-24.9%	-4.0	/	/	/
COc1ccc(C2Cn3nnc(-c4noc(C5CCCC5)n4)c3CO2)cc1 (stereo not given)	-3.5%	-20.4%	2.6%	-0.9	1.0%	-6.2%	-6.1%
Cc1ncsc1C1N(C2CCN(Cc3cn(C)c4ccccc34)CC2)C(=O)C12CCCC2 (stereo not given)	14.9%	79.4µM*	-6.8%[12.5 µM]	-8.0	-0.3%	-22.4%	10.3%
O=C(NCc1ccc(Cl)cc1)c1cc(-c2ccc[nH]2)n[nH]1	-5.6%	?	5.7%	2.4	i	?	-7.6%
CCn1c(CO)nnc1C1CC(NC(=O)c2ccc3nc(C)oc3c2)C1 (stereo not given)	-7.3%	3.2%	-0.2%	17.9	i	0.7%	0.6%
Cc1ccc(C(C)CCN2CCC3(CC2)C(=O)N(Cc2ccccn2)C(=O)N3Cc2ccccc2)o1 (stereo not given)	-0.7%	-17.6%	-5.3%	1.0	3.9%	-8.5%	-1.8%
CCc1c(C(=O)N[C@@H]2COCC[C@H]2OCc2ccccn2)csc1C	10.6%	-1.9%	-14.5%	3.7	-7.6%	-19.3%	4.2%
COCc1cc(CNC(=O)c2cn(C3CCC(N)CC3)nn2)[nH]n1 (stereo not given)	8.9%	?	10.2%	1.1	i	-3.6%	1.2%
O=C(NCc1ccc(F)cc1)C1(c2cccs2)CCOCC1	2.7%	/	13.6%	-11.5	/	/	/
CCOC(=O)c1ccc(Nc2nc(-c3ccccc3)no2)cc1	83.5%[activator]	?	-5.3%	-10.6	i	?	?
CCc1nc(-c2c3n(c(=O)n(CC(=O)NCc4ccccc4Cl)c2=O)CCCC3)no1	-17.1%	0.6%	-3.2%	9.1	i	-7.2%	0.3%
CC(C)CCCC1CN(S(=O)(=O)c2ccsc2)CCO1 (stereo not given)	3.1%	?	16.2%	11.8	?	-25.3%	2.0%
COc1cc(C(=O)NCC(c2ccc3c(c2)OCO3)N2CCN(C)CC2)cc(OC)c1OC (stereo not given)	19.9%	/	1.8%	-6.3	/	/	/
CCN1CCN(C(=O)c2nc3sccn3c2-c2ccccc2)CC1	-2.9%[87.6 µM]	-0.4%[172 µM]	-1.6%[87.6 µM]	8.0	i	-3.3%[138 µM]	/
O=C(NCc1ccccc1)c1ccc2nc(-c3ccncc3)oc2c1	-6.5%	-6.9%	-6.6%	27.8	i	-13.7%	/
CCOc1ccccc1C(=O)Nc1cccc(-c2nc3ccccc3s2)c1	36.4%[activator]	/	17.2%	12.6	/	/	/
CN1CCN(C(=O)c2cn3cc(-c4ccccc4)sc3n2)CC1	72.4%[activator][87.6 µM]	-22.2%[172 µM]	?	-0.7	0.4%[88.5 µM]	?	/
Cc1ccc(Cl)cc1NC(=O)CCS(=O)(=O)c1ccc(Br)s1	-22.0%	/	-10.4%	25.2	/	/	/
O=c1c2c3c(sc2nnn1Cc1ccc(Br)cc1)CCCC3	1.2%	/	10.2%	0.1	/	/	/
Cc1ccc2nc(CSc3nnc(NC(=O)c4cccc(Br)c4)s3)cc(=O)n2c1	-19.0%	/	0.2%	-1.6	/	/	/
O=C(c1ccccc1)N1C[C@H]2OC(=O)N(CCCN3CCOCC3)[C@H]2C1	-2.3%	i	0.3%	0.7	-19.3%	i	0.9%
CCCCn1c(=O)c(C(=O)N2CCN(C(=O)c3ccc(OC)cc3)CC2)nc2cccnc21	12.1%	-19.5%	8.9%	23.2	3.5%	?	/
COc1ccc(CN2C(=O)COC[C@H]2C(=O)N2CCN(c3ccc(C)cc3)CC2)cc1	8.4%	-25.6%	-4.6%	2.9	i	-14.5%	2.5%
CCOC(=O)c1c(C)[nH]c(CCC(=O)Nc2ccccc2OCC)c1C	-0.2%	/	9.0%	0.1	/	/	/
COc1ccc(-c2cc(N3CCCN(C(=O)c4cc(OC)cc(OC)c4)CC3)n[nH]2)cc1	10.4%	?	-21.3%	-11.5	-29.6%	-25.0%	-1.8%
CCOC(=O)c1ccc(CNC(=O)N2CCC[C@H](n3c(=O)n(C)c4cccnc43)C2)cc1	-17.7%	?	7.3%	-5.4	i	?	/
COc1ccc(CCNC(=O)c2c(C)noc2-c2ccc(OC(F)(F)F)cc2)cc1OC	5.1%	?	7.3%	-11.0	-1.3%	-17.0%	1.8%
C1CC(c2noc(C3CC3)n2)CN1 (stereo not given)	17.6%	0.7%	7.6%	8.7	4.1%	i	6.2%
Oc1ccc(-c2nc(C3CC3)nc3c2CN(Cc2cncs2)CC3)cc1	3.4%	-18.9%	14.6%	15.1	i	-31.0%	-10.6%
CN(C)[C@H]1CCN(S(=O)(=O)c2ccsc2C(=O)O)C[C@H]1CCC(=O)O	-12.8%	-5.1%	-1.1%	19.3	-5.0%	-3.5%	3.1%
CC(CNC(=O)C1CCC(=O)N(C2CC2)C1)(c1ccccc1)c1ccccc1 (stereo not given)	-1.7%	-26.7%	-0.6%	-14.9	-24.2%[11.5 µM]	-18.2%	1.6%
COc1ccc(CC(=O)N2C[C@H](c3nc(-c4cccnc4)no3)[C@@H](C)C2)cc1	-12.6%	-25.9%	0.7%	-9.0	i	-11.4%	4.3%
Fc1ccc(C2Cn3nnc(-c4nc(C5CC5)no4)c3CO2)cc1 (stereo not given)	0.4%	-26.2%	5.5%	-3.5	i	-19.3%	5.1%
Cc1cc(C[C@@H]2COC[C@@H]2NC(=O)CCc2nc(-c3ccco3)no2)on1	-11.2%	-6.0%	5.6%	15.1	-4.0%[11.5 µM]	-12.6%	-3.3%
COc1ccc(-c2[nH]ncc2CNC(=O)C2NCCc3[nH]cnc32)cc1 (stereo not given)	-29.6%	-4.4%	-18.9%	15.7	i	i	-3.2%
Cc1nn(Cc2nc(-c3ccc4nc[nH]c4c3)no2)c(=O)c2ccccc12	-21.2%	-14.1%	-5.6%	-7.9	i	-17.5%	0.6%
Cc1nc(NCC2(c3ccccc3)CCOCC2)cc(C2CC(O)C2)n1 (stereo not given)	-4.8%	-1.5%	-13.1%	10.2	-10.6%[11.5 µM]	-17.5%	4.7%

Next results.
SMILES	SNCA expr inh	HEK cytotox	SNCA viab count	IP6K1 inhibitor	GPT2 inh	3T3 cytotox	Luciferase inh
CCOC(=O)[C@H](CCc1ccccc1)N[C@@H](C)C(=O)N1C2CCCCC2C[C@H]1C(=O)O (stereo not given in full)	/	/	-13.7%	-4.9	i	/	/
COc1ccc(CNC(=O)N2CCCCC2c2noc(COCC3CC3)n2)cc1 (stereo not given)	-8.0%	2.1%	-0.2%	-5.3	i	-4.1%	-1.5%
O=C(O)Cn1ccc2cc(OCCc3cccc(-c4cncnc4)c3)cnc21	-5.5%[87.6 µM]	-12.2%[172 µM]	3.1%[87.6 µM]	-16.7	i	?	-23.1%[172 µM]
CC(=O)N1C[C@@H](F)[C@@H](OCc2nc3ccc(C(F)(F)F)cc3[nH]2)C1	-7.5%[87.6 µM]	-5.0%[172 µM]	-1.7%[87.6 µM]	-3.0	i	-11.0%[138 µM]	-4.7%[172 µM]
CC(C)CC(=O)OC1OC=C(CO[C@@H]2O[C@H](CO)[C@@H](O)[C@H](O)[C@H]2O)C2CC(O)C(O)(CO)C12 (stereo not given in full)	/	/	-1.4%[23.9 µM]	16.8	1.5%[27.3 µM]	/	/
CCCN1C(=O)C(O)(CC(=O)c2ccc(CC)cc2)c2ccccc21 (stereo not given)	-9.8%	/	-7.1%	3.9	/	/	/
CCCS(=O)(=O)N[C@H]1CO[C@H]2[C@@H]1OC[C@H]2OC(=O)Nc1ccc(OC)cc1	-2.8%[87.6 µM]	-24.6%[172 µM]	2.3%[87.6 µM]	-21.2	i	-21.6%[174 µM]	-21.3%[172 µM]

An excerpt from the list above:
SMILES	SNCA expr inh	HEK cytotox	SNCA viab count	IP6K1 inhibitor	GPT2 inh	3T3 cytotox	Luciferase inh
CC(C)CC(=O)OC1OC=C(CO[C@@H]2O[C@H](CO)[C@@H](O)[C@H](O)[C@H]2O)C2CC(O)C(O)(CO)C12 (stereo not given in full)	/	/	-1.4%[23.9 µM]	16.8	1.5%[27.3 µM]	/	/
CCCN1C(=O)C(O)(CC(=O)c2ccc(CC)cc2)c2ccccc21 (stereo not given)	-9.8%	/	-7.1%	3.9	/	/	/
CCCS(=O)(=O)N[C@H]1CO[C@H]2[C@@H]1OC[C@H]2OC(=O)Nc1ccc(OC)cc1	-2.8%[87.6 µM]	-24.6%[172 µM]	2.3%[87.6 µM]	-21.2	i	-21.6%[174 µM]	-21.3%[172 µM]

High-throughput results as filed in PubChem BioAssay.
